# From PubChem
# M4 antag – CHRM4 antagonism in calcium assay; inhibition, % at 3 µM; AID 624125; hit rate 0.73% among 360,000; CHO-hM4 cells, ACh EC80, Fluo-8 calcium fluorescence;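 active = inhibition above its plate's cutoff, the mean inhibition of sample wells plus 3 SD, cut at about 27% in these data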;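 also: 0% = acetylcholine EC80 with DMSO and 100% = DMSO without agonist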
# Target sequence (P08173 whole entry, looked up): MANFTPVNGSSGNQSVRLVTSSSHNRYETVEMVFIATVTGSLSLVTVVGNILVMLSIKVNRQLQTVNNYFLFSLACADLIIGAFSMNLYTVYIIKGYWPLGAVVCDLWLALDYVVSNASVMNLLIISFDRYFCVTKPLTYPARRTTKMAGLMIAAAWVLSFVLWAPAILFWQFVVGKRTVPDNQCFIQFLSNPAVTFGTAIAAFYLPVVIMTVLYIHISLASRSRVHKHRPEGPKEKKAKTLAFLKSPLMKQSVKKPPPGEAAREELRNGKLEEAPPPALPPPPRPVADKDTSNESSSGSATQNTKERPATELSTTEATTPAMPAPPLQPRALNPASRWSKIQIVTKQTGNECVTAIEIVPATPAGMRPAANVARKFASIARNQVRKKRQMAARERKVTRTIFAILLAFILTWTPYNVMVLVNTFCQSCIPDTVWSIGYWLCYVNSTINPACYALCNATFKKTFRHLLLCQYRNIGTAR
# CHRM5 PAM – potentiates acetylcholine response at human M5 receptor | CHO-K1 hM5, Fluo-8 calcium, ACh EC20 PAM; 0% = ACh EC20, 100% = ACh EC100 | activation, % at 3 µM | hit rate 0.3% among 360,000 | AID 624038;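 active = activation above the run cutoff, the mean activation of all test compounds plus 3 SD, cut at about 18% in these data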
# Target sequence (P08912 whole entry, looked up): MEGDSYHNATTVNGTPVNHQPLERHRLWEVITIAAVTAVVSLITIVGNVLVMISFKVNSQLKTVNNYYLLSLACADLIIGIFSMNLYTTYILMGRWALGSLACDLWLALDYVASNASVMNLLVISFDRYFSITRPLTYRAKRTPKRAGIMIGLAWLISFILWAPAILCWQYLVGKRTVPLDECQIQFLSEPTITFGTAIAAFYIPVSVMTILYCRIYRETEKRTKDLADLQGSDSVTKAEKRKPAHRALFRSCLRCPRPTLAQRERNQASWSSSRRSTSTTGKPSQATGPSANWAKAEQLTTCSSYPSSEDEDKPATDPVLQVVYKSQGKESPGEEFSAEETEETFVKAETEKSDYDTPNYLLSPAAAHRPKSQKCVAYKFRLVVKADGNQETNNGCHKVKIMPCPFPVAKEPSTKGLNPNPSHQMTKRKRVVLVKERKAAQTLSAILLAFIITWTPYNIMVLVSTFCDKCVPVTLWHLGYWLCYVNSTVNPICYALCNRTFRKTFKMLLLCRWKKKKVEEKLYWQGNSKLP
#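 System: CHO-K1 hM5 cells. Reagent: acetylcholine, EC20 level. Compound dosing: single dose, 3 µM nominal final test concentration. Timing: Post-acetylcholine fluorescence recording 140 s. Detection: Fluo-8 calcium fluorescence. Read-out: % activation, ACh-normalized. Benchmarks: ACh EC20 and EC100 wells. Repeats: singlicate, one well per test compound.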
# CHRM4 PAM – potentiates acetylcholine response at human M4 receptor; CHO-K1 hM4/Gqi5, Fluo-8 calcium fluorescence, ACh EC20; 0% = ACh EC20, 100% = maximal ACh; AID 624126; activation, % at 3 µM; hit rate 0.4% among 360,000; P08173;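 active = activation above its plate's cutoff, the mean activation of sample wells plus 3 SD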; also: some results filed as inactive read as strong as hits
# CHRM4 agonist – CHRM4 agonism in calcium assay; P08173; CHO-K1 hM4/Gqi5, Fluo-8 calcium fluorescence; vehicle 0%, full acetylcholine response 100%; activation, % at 3 µM; hit rate 0.14% among 360,000; AID 624127;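 active = activation above the run mean over all test wells plus 3 SD, cut at about 32% in these data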;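 also: peak over basal fluorescence ratio per well then scaled between controls; 0% = DMSO wells and 100% = acetylcholine at EC100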
# M5 ag – CHRM5 agonism in calcium assay; activation, % at 3 µM; AID 624037; P08912; hit rate 0.19% among 360,000; CHO-K1 hM5 cells, Fluo-8 calcium fluorescence; 0% DMSO wells, 100% maximal acetylcholine response;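 active = activation above the run's mean over test compounds plus 3 SD, cut at about 23% in these data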;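 also: signal is peak over basal fluorescence ratio across the kinetic read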
# CHO-K1 Ca PAM – counter-screen for M1 PAMs: effect in parental CHO-K1 cells | activation, % at 3 µM | ATP EC20, Fluo-8 calcium fluorescence; 0% at ATP EC20, 100% at ATP max | hit rate 0.02% among 360,000;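 active = activation above the run cutoff, the mean activation of all test compounds plus 3 SD, cut at about 40% in these data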;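 also: peak over basal fluorescence ratio in a 140 s read after ATP addition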
# CHRM5 antagonist – CHRM5 antagonism in calcium assay; P08912; CHO-hM5 cells, Fluo-8 calcium fluorescence, ACh EC80; inhibition, % at 3 µM; hit rate 0.59% among 360,000; AID 624040;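 active = inhibition above a per-plate cutoff, the mean of that plate's test compounds plus 3 SD, cut at about 27% in these data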;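 also: 0% = acetylcholine EC80 with DMSO and 100% = DMSO without agonist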
# CHO-K1 Ca antag – counter-screen for M1 antagonists: effect in parental CHO-K1 cells | ATP-induced calcium, Fluo-8 fluorescence | inhibition, % at 3 µM | hit rate 0.6% among 360,000;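 active = inhibition above a per-plate cutoff, the plate's mean sample inhibition plus 3 SD, cut at about 24% in these data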;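 also: 0% = DMSO plus EC80 ATP and 100% = DMSO alone without ATP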
# CHO-K1 Ca ag – nonselective activator or artifact in parental CHO-K1 cells; AID 602248; Fluo-8 calcium fluorescence; scaled to maximal ATP response, vehicle zero; hit rate 0.48% among 360,000; activation, % at 3 µM; in the data active = activation above about 15%;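 also: untransfected CHO-K1 host cells lacking M1 receptor as counterscreen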
# * = called active by the depositor.
# The first three compounds as a preview:
SMILES,M4 antag,CHRM5 PAM,CHRM4 PAM,CHRM4 agonist,M5 ag,CHO-K1 Ca PAM,CHRM5 antagonist,CHO-K1 Ca antag,CHO-K1 Ca ag
CCOc1ccc(CCNC(=O)c2nnc(Cc3ccc(F)cc3)o2)cc1OCC,-3,-2,-6,6,2,19,1,-3,2.3
CN(Cc1ccccc1)C(=O)C1CCCN(c2ncnc3c2nc2n3CCCCC2)C1 (configuration not stated),-21,-3,3,5,-4,-5,11,-5,2.9
N/C(=N\c1nc2c(c(=O)[nH]1)CCCC2)Nc1ccccc1Sc1ccccc1,-1,-2,4,1,-2,20,6,-4,0.6

# This part in full, repeating the preview:
SMILES,M4 antag,CHRM5 PAM,CHRM4 PAM,CHRM4 agonist,M5 ag,CHO-K1 Ca PAM,CHRM5 antagonist,CHO-K1 Ca antag,CHO-K1 Ca ag
CCOc1ccc(CCNC(=O)c2nnc(Cc3ccc(F)cc3)o2)cc1OCC,-3,-2,-6,6,2,19,1,-3,2.3
CN(Cc1ccccc1)C(=O)C1CCCN(c2ncnc3c2nc2n3CCCCC2)C1 (configuration not stated),-21,-3,3,5,-4,-5,11,-5,2.9
N/C(=N\c1nc2c(c(=O)[nH]1)CCCC2)Nc1ccccc1Sc1ccccc1,-1,-2,4,1,-2,20,6,-4,0.6
COC(=O)c1ccc(NC(=O)COc2ccc(C3C(C#N)=C(N)Oc4c3ccc3ccccc43)cc2OC)cc1 (configuration not stated),8,8,-4,0,2,7,-4,2,0.1
CC1=C(C(=O)N2CCOCC2)CC(CC(=O)NC2CC2)C(=O)N1Cc1ccc(C(C)(C)C)cc1 (configuration not stated),-9,-3,5,0,-1,-12,4,0,0.2
O=C(COc1ccccc1[N+](=O)[O-])Nc1ccccc1N1CCCCC1,0,0,-1,0,-4,6,-3,-3,0.0
NC(=NCCc1ccccc1)NC(=O)c1cc(Cl)ccc1O,-2,-1,1,6,2,-7,13,-3,1.7
c1nc2nc3c(c(N4CCOCC4)n2n1)CCCC3,0,5,10,1,-6,12,-5,-5,0.1
COc1ccc(S(=O)(=O)Cc2ccc(C(=O)N3CCN(C(=O)c4ccco4)CC3)o2)cc1,-1,-7,1,2,1,10,8,2,0.9
O=C(Cn1nc(-c2ccccc2)c2ccccc2c1=O)Nc1cccc(O)c1,-8,-3,-1,1,0,-18,-20,-7,0.1
CCN(CC)c1ccc(N=C2C=CC(=O)C=C2NC(C)=O)cc1,-3,-4,3,1,1,4,8,-4,7.0
NC12CC3CC(C1)CC(O)(C3)C2,-12,-1,2,1,-3,21,-5,-22,1.0
Cc1ccc(S(=O)(=O)N2CCOCC2)cc1NC(=O)CSc1nc(N)cc(=O)[nH]1,1,6,-2,1,0,6,-10,-11,0.0
CCOC(=O)c1c(C)[nH]c(C)c1C(=O)CSc1nnc(-c2ccncc2)n1C,-3,-3,11,1,-3,13,2,1,-0.1
Cc1cc(C)nc(NC(=O)Cc2cccs2)n1,6,3,-4,0,1,14,-4,-3,0.3
Cc1ccc(S(=O)(=O)N(CC(=O)NCc2ccco2)Cc2ccccc2F)cc1,2,-2,2,4,-2,-9,-3,10,1.0
COc1ccc(S(=O)(=O)Nc2cccc(S(=O)(=O)N3CCCCCC3)c2)cc1,-18,-2,1,5,0,23,1,-12,3.0
Cc1cc(C(=O)N2CCOCC2)n(-c2ccccc2)n1,-14,-1,4,0,0,-7,-5,3,-0.1
COc1ccc(N2C(=O)CSC2c2ccc3c(c2)OCO3)cc1 (configuration not stated),9,-10,-8,0,-8,-1,10,5,0.6
O=C(O)c1ccnc(SCC(=O)c2ccccc2)c1,12,-4,0,0,0,0,-2,-6,0.1
CCOC(=O)C1(C)CCCN1C(=O)c1ccccc1F (configuration not stated),-24,3,5,0,1,14,-11,-1,-0.1
Cc1ccc(C(=O)OCC(=O)NCc2cccs2)cc1,-2,-4,4,2,0,1,-2,-3,0.4
Cc1ccc2[nH]c(=O)c(CN(CCCN3CCOCC3)C(=O)Nc3ccc(Cl)cc3)cc2c1,2,-5,-1,9,0,13,-2,-4,2.8
Oc1ccccc1Nc1nc(NCC2CCCO2)c2ccccc2n1 (configuration not stated),3,-14,-10,4,-2,0,6,3,1.9
O=C1OC(COCC#Cc2ccccc2)CN1c1ccccc1 (configuration not stated),-2,-2,0,5,0,12,1,-11,3.3
# Next part.
SMILES,M4 antag,CHRM5 PAM,CHRM4 PAM,CHRM4 agonist,M5 ag,CHO-K1 Ca PAM,CHRM5 antagonist,CHO-K1 Ca antag,CHO-K1 Ca ag
Cc1cc2oc3ccc(NCCCn4ccnc4)cc3c(=O)c2cc1C,-15,-8,4,16,-4,12,8,-10,5.8
Cc1nc2ccccc2nc(C)c1=NOCc1ccccc1Cl,-1,-1,-1,1,-2,10,3,-6,0.7
COc1ccc(-c2cc(=O)oc3cc(OCC(C)=O)ccc23)cc1,9,2,-2,1,-2,20,-3,-5,0.5
NS(=O)(=O)c1ccc(CCNC(=O)COC(=O)c2ccc([N+](=O)[O-])o2)cc1,0,11,-3,1,6,27,3,-20,1.1
CCc1cc2c(=O)c(-c3ccc4c(c3)OCCO4)coc2cc1OS(C)(=O)=O,4,7,-7,7,-2,20,-4,-8,3.0
Cc1cc(NC(=O)c2ccc3c(c2)OCCO3)no1,-2,10,3,0,0,19,0,-13,0.8
CC1(C)N=C(SCC(=O)Nc2ccccc2)C(c2ccc(Cl)cc2)=N1,5,-8,-7,14,-1,10,-7,1,2.7
CCOc1ccc(-c2cccc(NC(=O)COc3ccc(Cl)cc3)c2)nn1,8,-1,-7,6,-2,-6,0,-5,3.4
CCNc1nc(NCC)nc(N/N=C/c2cc(OC)c(OC)c(OC)c2)n1,2,-2,-5,8,2,11,-4,-1,6.3
Cc1ccc(CC2CC(=O)N(c3nc4ccccc4n3C)C2=O)cc1 (configuration not stated),5,-6,-1,1,-2,5,1,-2,0.8
CC(C)c1onc(C(=O)NCc2ccccc2)c1[N+](=O)[O-],0,-4,-4,1,0,-3,3,-2,-0.1
COc1ccc(C2CC(c3ccc(Br)cc3)=NN2C(=O)CSC2=NCCS2)cc1 (configuration not stated),-9,1,2,1,-1,35,0,-16,0.8
CSc1ccc(CN2CCc3c([nH]c4ccccc34)C2)cc1,8,5,-9,1,-9,20,3,-7,15*
CCCCCCCCC(=O)N1C(C)CCC1C (configuration not stated),-2,-2,5,0,0,9,-1,-17,0.2
CC(=O)Nc1ccc(S(=O)(=O)N(Cc2ccco2)Cc2cc3ccccc3[nH]c2=O)cc1,-5,-9,-6,26,1,13,2,-15,7.3
CCCCN(CC)CCNC(=O)Cn1cc2c(n1)-c1c(oc(C(=O)N3CCCC3)c1C)CC2,10,-5,-2,0,-4,9,12,-1,-0.1
CCOC(=O)c1ccc(NC(=S)NCc2ccco2)cc1,6,-13,-11,12,3,14,14,-11,12
Cc1ccc(OCC(=O)N2CCCC(CCC(=O)N(C)CCc3ccccn3)C2)cc1 (configuration not stated),-1,2,-1,2,-4,21,-5,-10,3.0
O=C(CSc1nc2ccccc2c(=O)n1Cc1ccco1)N1CCCC1,0,-2,2,-1,-3,28,0,-6,2.8
CCOc1cc(NC(=S)NCc2ccco2)c(OCC)cc1NC(C)=O,-7,-5,6,0,-1,-10,11,4,0.4
c1ccc(-c2nnnn2-c2ccccc2)cc1,-21,2,5,1,0,10,-5,-7,0.5
Cc1cnc(NC(=O)c2sc3ccccc3c2Cl)s1,-4,-7,3,1,-2,-4,5,16,-0.4
COc1ccccc1N1CCN(C(=O)c2cc3ccccc3[nH]2)CC1,4,-8,-6,12,6,10,8,-7,4.0
Cc1nc(Nc2nc(CSc3nc4ccccc4[nH]3)cc(=O)[nH]2)nc2ccccc12,-3,-16,-12,14,-2,12,5,-11,3.0
NS(=O)(=O)c1ccc(CCNC(=O)c2ccccc2[N+](=O)[O-])cc1,-12,2,3,1,0,15,1,-8,0.5

# 7 neighbouring entries already listed, for reference:
SMILES,M4 antag,CHRM5 PAM,CHRM4 PAM,CHRM4 agonist,M5 ag,CHO-K1 Ca PAM,CHRM5 antagonist,CHO-K1 Ca antag,CHO-K1 Ca ag
O=C(CSc1nc2ccccc2c(=O)n1Cc1ccco1)N1CCCC1,0,-2,2,-1,-3,28,0,-6,2.8
CCOc1cc(NC(=S)NCc2ccco2)c(OCC)cc1NC(C)=O,-7,-5,6,0,-1,-10,11,4,0.4
c1ccc(-c2nnnn2-c2ccccc2)cc1,-21,2,5,1,0,10,-5,-7,0.5
Cc1cnc(NC(=O)c2sc3ccccc3c2Cl)s1,-4,-7,3,1,-2,-4,5,16,-0.4
COc1ccccc1N1CCN(C(=O)c2cc3ccccc3[nH]2)CC1,4,-8,-6,12,6,10,8,-7,4.0
Cc1nc(Nc2nc(CSc3nc4ccccc4[nH]3)cc(=O)[nH]2)nc2ccccc12,-3,-16,-12,14,-2,12,5,-11,3.0
NS(=O)(=O)c1ccc(CCNC(=O)c2ccccc2[N+](=O)[O-])cc1,-12,2,3,1,0,15,1,-8,0.5

# Following part:
SMILES,M4 antag,CHRM5 PAM,CHRM4 PAM,CHRM4 agonist,M5 ag,CHO-K1 Ca PAM,CHRM5 antagonist,CHO-K1 Ca antag,CHO-K1 Ca ag
Cn1c(=O)cc(OCC(=O)NCc2cccnc2)c2ccccc21,5,0,1,0,0,-8,-2,-2,-0.2
COc1ccc(N2CC(C(=O)Nc3ccc(S(=O)(=O)Nc4nccs4)cc3)CC2=O)c(OC)c1 (configuration not stated),6,-7,0,1,-1,-2,10,-6,0.2
COc1ccccc1N1CCN(C(=O)C(C)N(c2ccc(C)cc2)S(C)(=O)=O)CC1 (configuration not stated),-2,-3,-1,5,3,17,8,-8,2.4
Cc1ccc(-c2csc(N)n2)cc1,-2,2,4,0,0,-5,0,-5,-0.7
O=C1NC2(CCN(Cc3ccccc3)CC2)Oc2ccccc21,-8,-2,2,2,-7,21,-10,-12,0.9
CCOC(=O)c1c(C)[nH]c(C(=O)N/N=C/c2cc([N+](=O)[O-])ccc2O)c1C,1,3,0,1,-1,3,0,-9,0.6
CCCN(CCC)Cc1c(C(=O)N/N=C/c2ccc(Br)cc2)nnn1-c1nonc1N,2,-2,-7,0,-4,9,11,3,-0.1
O=C(Nc1ccc(F)cc1F)C1CCN(S(=O)(=O)c2cccnc2)CC1,2,0,3,1,-4,4,4,-11,0.6
COc1ccc(OCC(=O)NC(=S)Nc2ccc(S(=O)(=O)Nc3cc(OC)nc(OC)n3)cc2)cc1,-3,0,2,0,-1,0,7,-1,-0.7
COc1ccccc1N(CC(O)CN1CCC(C)CC1)S(=O)(=O)c1ccccc1 (configuration not stated),-9,-6,0,0,-4,-15,11,-4,-0.1

# Look-ups from the list:
# Under CHRM5 antagonist, O=C(Nc1ccc(F)cc1F)C1CCN(S(=O)(=O)c2cccnc2)CC1 is listed with 4
# Under CHO-K1 Ca PAM, CCCN(CCC)Cc1c(C(=O)N/N=C/c2ccc(Br)cc2)nnn1-c1nonc1N is listed with 9
# Under CHO-K1 Ca antag, COc1ccc(OCC(=O)NC(=S)Nc2ccc(S(=O)(=O)Nc3cc(OC)nc(OC)n3)cc2)cc1 is listed with -1
